# Assay outcomes (PubChem BioAssay)
# MC4R ag barr: MC4R agonists recruiting beta-arrestin, primary screen, cell-based, luminescence, agonist arm of biased-ligand search | Melanocortin receptor 4 (Homo sapiens), P32245 | U2OS MC4R beta-arrestin complementation; percent of melanotan II response, DMSO zero | activation, % at 8.9 µM | hit rate 0.98% among 360,000 | AID 540308, 2011;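 active = activation above a per-plate cutoff, the mean activation of sample wells on that plate plus 3 SD, cut at about 8% in these data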
# Target sequence (P32245 whole entry, looked up): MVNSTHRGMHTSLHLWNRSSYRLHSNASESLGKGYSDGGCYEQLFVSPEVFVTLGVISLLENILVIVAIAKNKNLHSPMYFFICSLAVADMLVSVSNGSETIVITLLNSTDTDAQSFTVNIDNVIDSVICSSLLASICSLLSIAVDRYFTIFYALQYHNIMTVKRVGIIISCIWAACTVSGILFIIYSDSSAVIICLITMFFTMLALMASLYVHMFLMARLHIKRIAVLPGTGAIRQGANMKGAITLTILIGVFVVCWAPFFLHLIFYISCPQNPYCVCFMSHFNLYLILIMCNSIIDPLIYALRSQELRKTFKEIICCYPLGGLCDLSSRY
# CaV13 ICDI inh: Primary screen for inhibitors of IQ motif and Ca2+-dependent inactivation inhibitor domain binding in CACNA1D, Förster resonance energy transfer in living cells, …; hit rate 0.098% among 340,000; AID 743397; HEK cells, CFP/YFP FRET ICDI-IQ, plate reader, 10 min; percent FRET-ratio fall versus neutral wells; inhibition, % at 12.3 µM;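 active = mean replicate inhibition of at least 30% and at least 1% of replicates passing that level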;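 note: 0% = median of the neutral control wells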
# PDI turbidity: inhibitors of human PDI, primary screen, biochemical, turbidity, single point, plate reader. hit rate 0.052% among 350,000. inhibition, % at 10 µM. Protein disulfide-isomerase (Homo sapiens), P07237. AID 588391, 2011. PDI insulin aggregation turbidity, A650, 90 min;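 active = mean inhibition across replicates of 30% or more, whatever share of single replicates reach that level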;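 note: absorbance from insulin aggregation driven by PDI reduction with DTT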
# Target sequence (P07237 whole entry, looked up): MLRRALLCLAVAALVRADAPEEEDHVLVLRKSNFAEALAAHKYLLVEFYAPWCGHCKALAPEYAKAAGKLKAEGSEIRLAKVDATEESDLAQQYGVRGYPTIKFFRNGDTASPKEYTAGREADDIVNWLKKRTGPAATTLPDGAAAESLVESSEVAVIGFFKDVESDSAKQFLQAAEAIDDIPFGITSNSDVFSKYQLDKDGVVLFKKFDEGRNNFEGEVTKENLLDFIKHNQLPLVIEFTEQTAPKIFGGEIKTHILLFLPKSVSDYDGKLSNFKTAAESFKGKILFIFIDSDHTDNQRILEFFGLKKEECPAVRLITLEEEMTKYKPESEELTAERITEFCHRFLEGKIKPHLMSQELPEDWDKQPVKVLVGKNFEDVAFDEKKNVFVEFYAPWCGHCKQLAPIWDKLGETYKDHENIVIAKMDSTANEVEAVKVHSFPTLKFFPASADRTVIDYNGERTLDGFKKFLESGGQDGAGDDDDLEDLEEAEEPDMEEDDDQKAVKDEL
# ABCB6 inh MLPCN: ABCB6 transporter inhibitors, primary screen, K562-ABCB6 cells, flow cytometry, MLPCN library | ATP-binding cassette sub-family B member 6 (Homo sapiens), Q9NP58 | K562-ABCB6 porphyrin accumulation, 1 h; active compounds read low | fluorescence ratio to DMSO, % at 10 µM | hit rate 0.19% among 360,000 | AID 602162, 2011;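 active = fluorescence ratio to DMSO below 75%, the collection mean minus 3 SD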;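 note: signal is porphyrin accumulated inside mitochondria; 100% equals median channel fluorescence of DMSO control wells; lower ratio means ABCB6 inhibition with less porphyrin fluorescence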
# ABHD5 PLIN5 PPI: ABHD5-PLIN5 interaction inhibitors, primary screen, cell lysate, split luciferase complementation, luminescence. Perilipin-5 (Homo sapiens) + 1-acylglycerol-3-phosphate O-acyltransferase ABHD5 (Homo …. hit rate 0.78% among 360,000. inhibition, % at 4 µM. Split G. princeps luciferase complementation, 4 h;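 active = inhibition above the mean inhibition across every tested compound plus 3 SD, cut at about 22% in these data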;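 note: 0% = DMSO only wells and the 100% control is not disclosed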
# H9c2 protect: cardioprotection against H2O2-induced cell death, primary screen, uHTS, H9c2 cells, ATPLite luminescence; protection from H2O2 cell death, % at 20 µM; H9c2 cardiomyocytes, H2O2 injury protection, 2 h; hit rate 0.63% among 360,000;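 active = compounds giving at least 50% protection of heart cells from peroxide-induced death in the single-dose screen, raw or plate-pattern-corrected value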;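 note: 0% = DMSO wells with peroxide and 100% = DMSO wells without peroxide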
# MC4R antagonist: MC4R antagonists of cAMP signaling, primary screen, cell-based, TR-FRET, antagonist arm of biased-ligand search; MC4R-expressing cells, MTII-stimulated cAMP, LANCE TR-FRET; inhibition, % at 6.5 µM; hit rate 0.48% among 360,000; AID 540295, 2011;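 active = inhibition above its plate's cutoff, the mean of tested wells on that plate plus 3 SD, cut at about 29% in these data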;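 note: 0% = Melanotan II alone and 100% = Melanotan II plus saturating MCL0020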
#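 material = U2OS cells stably expressing human melanocortin 4 receptor (MC4R) | also added = Melanotan II challenge | dosing = single nominal compound dose of 6.5 µM | detection = TR-FRET with Eu-cAMP and labeled anti-cAMP, 671 nm | replication = singlicate | timing = compound 30 min, challenge 1 h, detection 1 h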
# Granule exo inh: LAMP-1 surface exposure blockers, TALL-104 cells – cell-based, flow cytometry, MLPCN library, primary screen; TALL-104 LAMP-1 surface exposure; cells stimulated with thapsigargin and PMA; hit rate 0.66% among 360,000; inhibition, % at 10 µM;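 active = inhibition above about 55%, limit read from the data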
# m5-HT2A agonist: mouse Htr2a agonists via beta-arrestin recruitment, primary screen, cell-based, luminescence; CHO-K1 mHTR2A beta-arrestin complementation; percent of 30 µM serotonin response; hit rate 0.66% among 360,000; AID 624169, 2012; activation, % at 7.6 µM; 5-hydroxytryptamine receptor 2A (Mus musculus), P35363;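 active = activation above a run cutoff, the mean activation of all tested compounds plus 3 SD, cut at about 14% in these data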;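 note: 0% = plate median of compound wells and 100% = 30 µM serotonin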
# N-glyco inh: increase of ERlucT glycosylation luciferase signal, primary screen, N-linked glycosylation inhibitor project, D54 ERlucT cells, luminescence, set 2; D54 ERlucT glycosylation luciferase reporter, 24 h; percent of 100 nM tunicamycin response; reporter increase, % at 12.5 µM; hit rate 0.23% among 360,000;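 active = mean luciferase reporter signal, scaled so untreated is 0 and the glycosylation-blocking control 100, at or above a set limit in every replicate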;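 note: luciferase carries N-glycosylation sites so blocking glycosylation raises the light; 0% = median of neutral control wells and 100% = median of 100 nM tunicamycin wells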
# The depositor's hits bear a star; · = no result given. Rows are unselected; any-hit rate near 4.2%.
SMILES,MC4R ag barr,CaV13 ICDI inh,PDI turbidity,ABCB6 inh MLPCN,ABHD5 PLIN5 PPI,H9c2 protect,MC4R antagonist,Granule exo inh,m5-HT2A agonist,N-glyco inh
O=C(Nc1ccnn1C1CCN(Cc2ccc3nonc3c2)CC1)c1cccc(F)c1,-2.2,-2,-4,101,-3,0,3,-1,-4,-2
CCOC(=O)C1C(=O)CC(C)(O)C(C(=O)OCC)C1c1ccc(NC(C)=O)cc1 (stereo unspecified),-1.9,-5,3,114,2,5,18,-2,0,1
Fc1ccc(C2=CSC3=NCCN23)cc1,-0.2,-7,-1,95,2,8,-4,-2,3,0
COc1nc(OC)nc(N2CCC(C(=O)Nc3cccc4ccccc34)CC2)n1,-1.5,-4,-7,106,-4,7,0,1,0,0
CCN1C(=O)/C(=C2\C=Cc3cc(C)ccc3N2CC)OC1=S,-1.5,-6,-3,110,-4,-9,-2,-1,-1,-1
COc1ccc(CNC(=O)C2CCN(c3nn4c(=O)cc(C)nc4s3)CC2)cc1,-2.2,-3,8,99,5,2,13,0,0,-1
COc1ccccc1OCC(=O)NNC(=O)c1cccs1,-0.3,-5,1,111,0,0,2,4,2,2
Cc1ccccc1NC(=S)c1ccc2ccccc2n1,1.9,-14,-2,101,1,-5,-4,18,-6,5
CC(C)(C)NC(=O)C(c1cccnc1)N(C(=O)c1ccc(Cl)nc1)C1CCCC1 (stereo unspecified),0.6,-7,-3,100,4,-1,3,-1,-4,0
O=C(NCC(c1cccs1)N1CCOCC1)c1ccc(Cl)c([N+](=O)[O-])c1 (stereo unspecified),-2.6,-5,-2,94,0,-7,41*,-1,3,7
CCOc1ccc(CCNC(=O)COC(=O)c2ccc(S(C)(=O)=O)cc2)cc1OCC,-0.8,-14,-3,104,-10,-4,5,10,-9,1
COc1ccc(S(=O)(=O)Cc2ccc(C(=O)N3CCN(c4ncccn4)CC3)o2)cc1,0.8,14,2,95,4,3,-1,19,-5,-2
COc1ccc(C)cc1Nc1ccc(C(=O)O)cc1[N+](=O)[O-],-4.3,7,-7,96,2,6,-6,2,1,1
CCN(CC)CCN1C(=O)c2oc3ccccc3c(=O)c2C1c1cccc(Br)c1 (stereo unspecified),-2.0,·,6,107,3,1,7,0,0,0
Cc1cc(C)nc(CCNC(=O)c2cc(COc3ccccc3)on2)n1,-1.3,-3,-5,98,-2,2,4,-1,-1,2
COc1ccc(Cl)cc1S(=O)(=O)NCc1cccs1,0.4,·,2,102,3,-7,23,-11,-1,0
CCOCCc1nnc(NC(=O)C2CC(=O)N(CCc3ccc(F)cc3)C2)s1 (stereo unspecified),3.2,-4,-4,98,-8,4,3,1,2,2
COc1ccc(-n2nnnc2C(c2cccc3ccccc23)N2CCN(C/C=C/c3ccccc3)CC2)cc1 (stereo unspecified),·,-7,·,90,7,-1,·,35,-11,-7
O=[N+]([O-])c1ccc(CSc2nnc3ccccn23)cc1,-3.6,-5,1,89,1,12,2,-2,2,0
CCOc1ccc(CN2CCC(n3nccc3NC(=O)c3ccccc3OC)CC2)cc1,-0.2,-8,13,100,8,-1,-4,14,-3,4
CCc1ccc(-c2cc(C)no2)cc1S(=O)(=O)NCCN1CCC(C)CC1,-3.3,-2,-7,100,5,0,2,3,-12,-3
O=C(CCCn1c(SCC(=O)NCC2CCCO2)nc2ccccc2c1=O)NCc1ccccc1 (stereo unspecified),-2.0,-4,6,100,5,-3,0,2,2,-2
C=CCN1C=CC(=O)CC1,0.7,-10,-10,95,-3,-4,7,-3,0,2
COc1cccc2c1CCC(NC(C)=O)C2=O (stereo unspecified),-0.9,-5,11,96,1,-4,6,19,7,7
O=C(NCCN1CCN(Cc2ccccc2)CC1)Nc1cc(Cl)cc(Cl)c1,7.4,-5,0,100,-1,-10,3,4,-12,-3
Cc1ccc(SCCN2CCC(O)CCC2=O)cc1 (stereo unspecified),-0.6,-9,2,98,-1,11,2,-12,-1,3
CC[C@H](C)C(=O)N[C@H]1CCCN1C(=O)/C=C/c1ccccc1,0.3,-5,13,102,2,0,-3,-6,-2,-1
COc1ccccc1CNC(=O)COC(=O)Cc1cccs1,-3.0,-1,-6,90,1,-2,0,-1,-1,3
Cc1cc(C)c2c(=O)[nH]c(SCC(=O)NCCc3ccccc3)nc2n1,-0.8,-7,7,100,-1,8,1,3,0,3
CC/C(=C\C(=O)c1cccnc1)Nc1ccc(C)c(C)c1,-0.9,·,1,96,4,-1,0,-2,1,-1
O=C(C1CCC1)N1CCN(c2ccccc2)CC1,-1.3,-18,1,106,-4,3,0,-14,3,2
O=C(c1ccc(NS(=O)(=O)c2ccc(F)cc2)cc1)N1CCC1,0.3,-5,2,104,4,-4,3,2,1,-2
N#Cc1ccccc1CSc1ncccc1C(=O)O,-0.6,-2,7,99,-3,0,0,-3,-3,3
Cc1ccc(-c2nnc3n2CCCCC3)cc1,-0.8,-1,17,94,1,6,3,-2,4,0
CCN(CC)S(=O)(=O)c1ccc(N2CC(C(=O)NC3(C)CCS(=O)(=O)C3)CC2=O)cc1 (stereo unspecified),-3.6,-5,-2,98,-9,-2,-3,3,-2,2
CC(=O)c1cc(F)c(N2CCCCCC2)cc1C,-1.0,-5,-10,104,-1,-18,1,1,2,1
Cc1ccc(/C=C/C(=O)N2CCN(S(=O)(=O)c3cccs3)CC2)o1,0.5,-2,-1,97,6,7,4,2,6,-2
CC(Oc1cccc(F)c1)C(=O)Nc1ccc(N2CCOCC2)cc1 (stereo unspecified),-2.4,-5,2,98,1,10,-2,-3,11,0
Cc1cc(C(=O)CSc2nnc(N)s2)c(C)n1CCc1ccc(Cl)cc1,1.6,-9,-1,100,-2,1,5,0,-1,-2
C=CCNc1nc(-c2c(C)nc3sccn23)cs1,1.6,-6,4,93,-29,-11,-3,-1,4,-2
CCN(CC(=O)NCc1cccs1)S(=O)(=O)c1ccc(C(C)C)cc1,0.1,-4,1,105,4,-8,-2,-7,0,2
Cc1ccc(-c2nc3ccccc3c(C(=O)NCc3cccs3)c2C)cc1,-0.7,·,-4,97,2,-14,3,-1,-7,2
Nc1c2c(nn1-c1ccc(C(=O)O)cc1)CNC2,0.1,-7,-2,98,6,5,10,-4,9,0
C/C(=N\NC(=O)Cc1ccccc1)c1cccs1,-2.4,-10,20,97,1,-5,-4,2,8,-1
Cc1cc2nc(-c3ccc(C#N)cc3)c(Cc3ccsc3)n2c(C)c1Br,·,-5,·,116,0,·,·,-6,-4,·
COc1ccc(-n2nc(C)c3c(=O)c4c([nH]c32)CCCC4)cc1,-1.5,-5,-17,98,3,7,0,-24,-1,1
CC(=O)Nc1cccc(-c2nc3ccccc3c(=O)o2)c1,0.4,-5,-12,100,1,-11,4,2,1,-3
Cc1cccc(C(=O)N2CCC(c3nc(-c4ccc(S(=O)(=O)N5CCOCC5)cc4)no3)CC2)c1,0.4,-5,4,97,4,-10,12,-1,2,3
O=C(O)c1cc(NC(=O)c2ccc3c(c2)C(=O)N(Cc2ccccc2)C3=O)cc(C(=O)O)c1,0.5,·,1,97,-5,2,8,3,1,0
CNC(=O)c1[nH]cnc1C(=O)N[C@@H](Cc1ccccc1)C(=O)OCc1ccccc1,1.7,-6,0,105,10,5,-5,0,-8,9
C[C@@H]1CN([C@@H](C)CO)C(=O)CCCn2nncc2CO[C@H]1CN(C)S(=O)(=O)c1cccc(F)c1,-2.1,-9,5,98,-5,-11,7,0,-2,1
Cc1cc(C)cc(C(=O)Nc2nnc(SCC(=O)NCC3CCCO3)s2)c1 (stereo unspecified),-3.1,-3,-4,95,-7,-6,-3,-3,4,1
CN(C)CCN1CC(C(=O)O)CC1=O (stereo unspecified),-0.7,-5,-3,100,-3,-6,4,-2,-1,4
CCC1CCc2sc(C(=O)NCC3CCCO3)cc2C1 (stereo unspecified),-1.6,-2,6,99,-2,-6,19,7,-6,-4
O=C(CCC(=O)N(CC(=O)NC1CCCCC1)Cc1ccccc1)Nc1nccs1,-1.0,-3,8,90,-2,3,10,2,-5,2
COc1ccc(NC(=O)CN(C)C(=O)c2c(-c3ccccc3Cl)noc2C)cc1,0.4,-6,-12,104,9,4,5,10,4,1
Cc1ccc(CN(Cc2ccco2)C(=O)c2ccco2)cc1,0.3,-2,-1,85,-13,-3,-4,-10,0,-1
O=C1N/C(=N\N=C\c2cccnc2)SC1Cc1ccc(SC(F)F)cc1 (stereo unspecified),-2.8,-4,-10,95,-4,22,4,-4,-5,-6
CCC(=O)c1ccc(OCC(=O)N(C)CC(=O)Nc2cccc(F)c2)cc1,3.8,-5,3,100,-3,-1,26,-1,0,0
CC1=Nc2cc(C(=O)NCCCOC(C)C)ccc2Sc2ccccc21,-2.2,-2,5,94,2,-3,-6,5,6,12

# Next compounds
SMILES,MC4R ag barr,CaV13 ICDI inh,PDI turbidity,ABCB6 inh MLPCN,ABHD5 PLIN5 PPI,H9c2 protect,MC4R antagonist,Granule exo inh,m5-HT2A agonist,N-glyco inh
CC(OC(=O)c1ccc2c(=O)n3c(nc2c1)CCCCC3)C(N)=O (stereo unspecified),-2.8,3,-6,102,0,-2,4,2,5,3
O=C(c1ccc[nH]1)N1O[C@@H]2C=C[C@H]1C2,-2.8,-10,-13,97,3,-4,8,0,1,0
COc1ccc(OC)c(S(=O)(=O)N2CCC(C(=O)NCc3ccccn3)CC2)c1,-0.8,-7,-7,73*,-3,6,4,-20,7,1
CN1C(=O)C(=O)N(CC(=O)Nc2ccccc2OC(F)F)C1=O,-3.0,-5,3,98,6,13,5,2,6,0
Cn1c(NCCCO)nc2ccccc21,-2.1,-5,-4,99,-6,1,0,16,-4,-1

# Of the compounds above, these contain a nitro group on carbon.
SMILES,MC4R ag barr,CaV13 ICDI inh,PDI turbidity,ABCB6 inh MLPCN,ABHD5 PLIN5 PPI,H9c2 protect,MC4R antagonist,Granule exo inh,m5-HT2A agonist,N-glyco inh
O=C(NCC(c1cccs1)N1CCOCC1)c1ccc(Cl)c([N+](=O)[O-])c1 (stereo unspecified),-2.6,-5,-2,94,0,-7,41*,-1,3,7
COc1ccc(C)cc1Nc1ccc(C(=O)O)cc1[N+](=O)[O-],-4.3,7,-7,96,2,6,-6,2,1,1
O=[N+]([O-])c1ccc(CSc2nnc3ccccn23)cc1,-3.6,-5,1,89,1,12,2,-2,2,0
